# High-throughput results: PubChem BioAssay, National Center for Advancing Translational Sciences (NCATS)
# Tb PGK inh: T. brucei PGK inhibition | P07378 | PGK/GAPDH coupled, Kinase-Glo luminescence, 60 min | Potency, µM (highest dose often 57.5 µM), without a hit: at the top dose activity change, negative = inhibition, actives largely listed as inhibitors | 380,000 tested, 0.043% active; also: potency is read from the fitted curve at half-maximal effect; % is scaled to controls: 0 for no effect and ±100 for the full control effect; nearly all actives have a fitted effect of over 60% in size
#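 Recombinant glycosomal PGK reaction used 1,3-bisphosphoglycerate generated in-well by GAPDH (100nM final) in 100mM TEA pH 7.6, 5mM MgCl2, 0.01% Tween-20. After 60 minutes at room temperature, ATP was read by Kinase-Glo Plus luminescence end-point.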
# PI4K2A block: inhibitors of human PI4K2A; activity change, negative = inhibition, % at 76.9 µM; 420,000 tested, 0.13% active; purified PI4K2A, ADP-Glo luminescence, 1 h; stronger effect = lower value; AID 1346378; in the data active = activity change below about -50%; inconclusive = mostly about -30% to -49%;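 also: -100% = wells without enzyme as full effect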
# Target sequence (Q9BTU6 whole entry, looked up): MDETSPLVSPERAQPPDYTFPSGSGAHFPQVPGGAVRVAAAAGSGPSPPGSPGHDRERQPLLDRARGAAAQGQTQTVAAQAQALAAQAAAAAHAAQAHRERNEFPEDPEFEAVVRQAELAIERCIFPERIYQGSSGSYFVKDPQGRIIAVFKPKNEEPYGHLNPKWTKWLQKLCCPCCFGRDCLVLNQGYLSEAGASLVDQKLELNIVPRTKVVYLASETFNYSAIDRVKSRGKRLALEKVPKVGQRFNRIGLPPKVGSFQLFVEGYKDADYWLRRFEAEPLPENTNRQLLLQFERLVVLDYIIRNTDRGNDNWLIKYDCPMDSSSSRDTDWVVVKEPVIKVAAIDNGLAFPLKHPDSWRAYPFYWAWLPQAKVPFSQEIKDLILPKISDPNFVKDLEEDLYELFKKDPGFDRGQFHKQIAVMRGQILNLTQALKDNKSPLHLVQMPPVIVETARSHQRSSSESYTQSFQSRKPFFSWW
#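 ADP-Glo luminescence measured ADP generated by PI4K2A enzyme (4 ug/mL before mixing) with 1.2 mM PI substrate (pre-mix) and 300 microM ATP (pre-mix). Tris pH7.5 buffer with MgCl2, Triton X-100; 1 h reaction at ambient temperature.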
# GLS inhibitor: inhibitors of human glutaminase (GLS). Potency, µM (series often up to 45.5 µM), for inactives: top-dose activity change, negative = inhibition, usual class: inhibitors. 410,000 tested, 0.21% active. O94925. GLS enzymatic activity, qHTS titration; also: potency is read from the fitted curve at half-maximal effect; % is scaled to controls: 0 for no effect and ±100 for the full control effect
#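 Glutamate formation by hKGA was monitored fluorometrically using coupled glutamate oxidase, HRP and Amplex Red. Substrate was added as 1 mM L-glutamine solution; incubation was 30 min at RT after an initial read.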
# BAZ2B block: inhibitors of human BAZ2B bromodomain; 360,000 tested, 4.4% active; Q9UIF8; Potency, µM (top dose mostly 114 µM), for inactives: top-dose activity change, negative = inhibition, usual class: inhibitors; AlphaScreen BAZ2B-H3K14Ac peptide displacement; also: potency is read from the fitted curve at half-maximal effect; % is scaled to controls: 0 for no effect and ±100 for the full control effect; nearly all actives have a fitted effect of over 60% in size
#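 AlphaScreen displacement: compounds (up to 110uM) incubated 30 min at room temperature with a preformed 50 nM BAZ2B/50 nM biotinylated H3K14Ac peptide complex in PBS pH 7.4 with Tween-20. Donor and acceptor beads at 10 ug/mL final added, 20 min light-protected before reading.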
# JMJD2A Tudor: inhibitors of human JMJD2A Tudor domain; Potency, µM (titrated, usually from 114 µM), for inactives: at the top dose activity change, negative = inhibition, actives largely listed as inhibitors; AID 504339; AlphaScreen JMJD2A-Tudor / H3K4me3 peptide binding; O75164; 390,000 tested, 4.4% active; also: potency is read from the fitted curve at half-maximal effect; % is scaled to controls: 0 for no effect and ±100 for the full control effect; nearly all actives have a fitted effect of over 50% in size
# G9a inh: inhibitors of human histone lysine methyltransferase G9a; 350,000 tested, 8.8% active; Potency, µM (doses to about 102 µM), for inactives: at the highest dose activity, negative = inhibition, actives largely listed as inhibitors; G9a H3K9 monomethylation, AlphaScreen, 2 h; Q96KQ7; also: potency is read from the fitted curve at half-maximal effect; % is scaled to controls: 0 for no effect and ±100 for the full control effect; nearly all actives have a fitted effect of over 75% in size
#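 Quantitative HTS format: methyltransferase activity on a biotin-tagged H3K9 peptide is measured by AlphaScreen, using a rabbit anti-monomethyl-H3K9 antibody with streptavidin donor and anti-IgG acceptor beads. Final levels are 20 nM enzyme, 500 nM peptide, 20 uM SAM; 2 h RT.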
# ERG Ets-DNA blk: inhibitors of human ERG Ets domain-DNA interaction; Potency, µM (highest dose often 76.9 µM), for inactives: top-dose FP activity, negative = inhibition, actives largely listed as inhibitors; P11308; fluorescence polarization, His-ERG Ets domain / labelled DNA; 370,000 tested, 0.028% active; active = well fitted inhibition curve with a large enough effect in the polarisation, with a control signal flat; inconclusive = small, poorly fitted or top-dose-only effect, or effect the other way, or a change in a side signal; inactive = no such curve, though single readings can be large or run the other way; the % refers to the polarisation;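 also: polarization taken with two DNA probes labelled with fluorescein and Texas red; potency is read from the fitted curve at half-maximal effect; % of control where 0% means no effect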
# Target sequence (P11308 whole entry, looked up, the tested form may be a part): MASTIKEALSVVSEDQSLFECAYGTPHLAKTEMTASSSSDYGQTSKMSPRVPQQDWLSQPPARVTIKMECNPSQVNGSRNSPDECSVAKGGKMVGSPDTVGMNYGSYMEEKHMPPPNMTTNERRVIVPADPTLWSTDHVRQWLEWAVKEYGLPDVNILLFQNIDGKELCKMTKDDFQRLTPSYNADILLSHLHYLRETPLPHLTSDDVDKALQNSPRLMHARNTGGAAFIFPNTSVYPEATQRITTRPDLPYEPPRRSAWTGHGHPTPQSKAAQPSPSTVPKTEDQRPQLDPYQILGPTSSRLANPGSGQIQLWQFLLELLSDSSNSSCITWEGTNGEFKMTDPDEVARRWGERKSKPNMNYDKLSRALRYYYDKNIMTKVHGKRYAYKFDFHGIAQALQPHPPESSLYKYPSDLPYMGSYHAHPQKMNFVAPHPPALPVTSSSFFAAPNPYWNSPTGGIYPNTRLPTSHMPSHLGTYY
#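 His-tagged ERG Ets domain (1 uM in the protein solution; 300mM KCl, 50mM Tris-HCl, 1mM EDTA, 1mM DTT, pH 7.5) received compound, then a probe mix of 5 nM fluorescein-DNA and 100nM Texas-615-DNA. Fluorescence polarization was read for both dyes.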
# HP1b chromo inh: inhibitors of HP1-beta chromodomain binding to methylated histone tails. AlphaScreen HP1-beta / biotin-H3K9me3 peptide binding. AID 540317. P83916. Potency, µM (top dose mostly 114 µM), inactives show at the top dose activity change, negative = inhibition, hits mostly inhibitors. 390,000 tested, 0.56% active; also: potency is read from the fitted curve at half-maximal effect; nearly all actives have a fitted effect of over 70% in size; inactives centre near 23
#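 Compound inhibition of the preformed complex between 50 nM HP1-beta and 50 nM biotinylated H3K9me3 peptide was read by AlphaScreen. Buffer was PBS pH 7.4 with 0.01% Tween-20. Incubations ran 30 min at room temperature, with 10 ug/mL donor/acceptor beads.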
# Pin1 inhibitor: human Pin1 inhibition. Potency, µM (top dose mostly 115 µM), for the others: top-dose activity, negative = inhibition, most hits filed as inhibitors. AID 504891. 390,000 tested, 0.009% active. Pin1 FP peptide displacement, HiFluor488, 10 min; active = well fitted inhibition curve with a large enough effect in the polarisation, with a control signal flat, not every such curve was filed as active; inconclusive = small, poorly fitted or top-dose-only effect, or effect the other way, or a change in a side signal; inactive = no such curve, though single readings can be large or run the other way; the % refers to the polarisation; also: potency is read from the fitted curve at half-maximal effect; % is scaled to controls: 0 for no effect and ±100 for the full control effect
# Target sequence (Q13526 whole entry, looked up): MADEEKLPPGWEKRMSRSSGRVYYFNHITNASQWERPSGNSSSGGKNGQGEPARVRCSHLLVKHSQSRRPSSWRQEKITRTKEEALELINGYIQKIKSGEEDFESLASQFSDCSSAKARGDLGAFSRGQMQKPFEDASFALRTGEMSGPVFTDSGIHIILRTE
# Numbers without * were called inactive; i = inactive; ? = inconclusive; · = not tested or not shown; [ ] = dose if it differs, or a comment. Unless noted, calls follow the shape of the dose curve; as a rule, active = well fitted curve in the direction sought with a large enough effect; inconclusive = small, poorly fitted or top-dose-only effect, or another doubt; inactive = no such curve, though single readings can be large; an effect the other way counts as inactive or inconclusive.
SMILES,Tb PGK inh,PI4K2A block,GLS inhibitor,BAZ2B block,JMJD2A Tudor,G9a inh,ERG Ets-DNA blk,HP1b chromo inh,Pin1 inhibitor
Cc1ccc(Sc2cc(Cl)nc(N)n2)cc1,-4%,1,0%,4%,-10%,14%,-5%,16%,7%
COc1ccc(-c2nc(C#N)c(NCc3ccc(F)cc3)o2)cc1OC,-1%,1,-3%,?,-8%,?,-1%,17%,-6%
COc1ccc(CCNC(=O)CSc2ccc(-c3cccs3)nn2)cc1,-5%,2,-1%,-17%,-16%,-29%,-2%,8%,-2%
CC(C)(C)c1nnc(SCC(=O)c2ccccc2)n(N)c1=O,2%,-10,1%,-26%,-3%[57.1 µM],-3%,6%,30%,0%
CC(C)=C(NC(=O)c1ccccc1)C(=O)Nc1cccc(C(=O)O)c1,1%,-1,4%,-6%,-23%,9%,0%,38%,1%
COc1ccc(CCC(=O)NC2CC(=O)N(c3cccc(F)c3)C2)cc1 (stereo unspecified),i,-1,3%,1%,-11%,-3%[59 µM],-21%,43%[activator],-5%
COc1ccc(S(=O)(=O)N2CCCC2C(=O)Nc2ccc(O)cc2)cc1 (stereo unspecified),-7%,-2,20%,-6%,10%,-25%,-8%,35%,8%
CC(C)(C)OC(=O)N(CCc1ccccc1)Cc1ccccc1OCc1ccc(NC(=O)C2CCCC2)cc1,-7%,2,-1%,·,-18%,·,15%,10%,13%
O=S(=O)(CCN1CCN(c2ccccn2)CC1)c1ccc(F)cc1,1%,0,-7%,-1%,-5%,13%,1%,25%,3%
O=[N+]([O-])c1cc(-c2cnc3ccccc3n2)ccc1Oc1ccc(F)cc1,-6%,4,-3%,?,-36%,?,-2%,-13%,1%
CS(=O)(=O)N(CC(=O)O)c1ccc(Oc2ccccc2)cc1,-3%,-4,-1%,-4%,-11%,-4%[59 µM],-11%,29%,-9%
COc1ccc(NC(=O)Cn2c(=O)c3ccccc3n3nncc23)cc1Cl,i,-5,-3%,-13%,-13%,15%[59 µM],-1%,40%[activator],2%
COc1ccccc1CNC(=O)C1CCN(Cc2nc(-c3cccc(Cl)c3)oc2C)CC1,-9%,2,-1%,?,-29%,-49%[59 µM],-5%,-7%,2%
COC(=O)C(NC(C)=O)(Nc1nc2ccc(C)cc2s1)C(F)(F)F (stereo unspecified),i,-3,-2%,12%,6%,25%,5%,36%,-1%
COc1ccc(NC(=O)CSc2oc(-c3ccc(F)cc3)nc2S(=O)(=O)c2ccc(C)cc2)c(OC)c1,-1%,2,3%,-20%,?,?,-3%,?,0%
CC(=O)Nc1cccc(OCCOc2cccc([N+](=O)[O-])c2)c1,-4%,0,9%,·,-15%,·,·,16%,-6%
N#Cc1c(NC(=O)C(=O)NCCCN2CCOCC2)sc2c1CCCC2,-14%,-2,24%,-18%,11%,?,-5%,44%[activator],0%
Cc1ccccc1CNC(=O)C1CCN(c2nnc(-n3c(C)ccc3C)s2)CC1,·,-4,2%,-9%,-22%,-2%[59 µM],2%,6%,1%
CCOc1ccccc1NC(=O)CN1C(=O)CC(c2ccc(OC)c(OC)c2)Sc2ccccc21 (stereo unspecified),5%,4,-6%,-19%,-22%,?,3%,22%,16%
C=CCN1C(=O)C(Cc2ccc(OC)cc2)S/C1=N/N=C/c1ccco1 (stereo unspecified),i,-12,-5%,1%,-17%,-15%[59 µM],8%,27%,13%
COc1ccc(NC(=O)CCCC(=O)OCC(F)(F)C(F)F)cc1,-1%,1,2%,0%,-3%,2%[12.7 µM],-14%,26%,-9%
O=C1C=C(c2ccccc2)C[C@@H](c2ccc(Cl)cc2)C1,i,-1,5%,22%,26%,3%[0.501 µM],12%,75%[activator],4%
O=C(Cn1c(=O)n(-c2ccc(F)cc2)c(=O)c2sccc21)c1ccccc1,5%,-4,10%,-14%,-8%,13%[59 µM],·,21%,0%
CC1(NC(=O)C2CCCCC2)CCS(=O)(=O)C1 (stereo unspecified),8%,2,-3%,·,4%,4%,-15%,17%,-4%
Cc1cc(C(=O)CN2C(=O)C(=O)N(Cc3ccccc3)C2=O)c(C)n1-c1ccc2c(c1)OCCO2,-9%,-9,-2%,-26%,-8%,?,-3%,-15%,10%
O=C(CSc1nnc(-c2ccccc2)n1C1CCCCC1)Nc1ccc(S(=O)(=O)Nc2ccccn2)cc1,4%,-20,4%,-38%,-11%,31%[0.501 µM],-4%,38%,5%
Cn1cnc2nc3n(c2c1=O)CCC3,3%,-1,19%,-8%,-3%,19%[59 µM],4%,18%,-2%
COc1ccc(C2Nc3cc(OC)ccc3-n3cccc32)cc1 (stereo unspecified),-1%,2,-3%,89%[activator],88%[activator],-46%,51%[activator],222%[activator],-6%
CCO[C@H]1OC(C(N)=O)=C[C@@H](c2coc3ccccc3c2=O)[C@@H]1CCCO,-4%,-3,-4%,13%,1%,34%[12.7 µM],7%,42%[activator],-8%
COc1ccc(OC)c(S(=O)(=O)Nc2cccc3ccc(O)cc23)c1,-6%,-8,6.3µM*,·,-28%,·,4%,3%,-12%
O=C(CCC(=O)c1cccs1)Nc1nc2ccccc2s1,i,-1,2%,·,-13%,·,-8%,-7%,-1%
CCCCCC(CC(=O)NO)C(=O)NC(C(=O)N1CCCC1CO)C(C)C (stereo unspecified),i,0,16%,2%,-12%,?,0%,18%,?
O=C(COC(=O)c1ccccc1SCC(=O)N1CCCC1)Nc1ccccc1OC(F)F,-9%,5,2%,3%,-16%,14%[0.501 µM],1%,23%,9%
COc1ccc2nc(NC(=O)CSc3nc(C)cc(=O)[nH]3)sc2c1,-9%,8,10%,-20%,13%[57.1 µM],2.8µM*,0%,11%,8%
COc1ccc(Cl)cc1NC(=O)c1cccc(S(=O)(=O)Nc2c(C)n(C)n(-c3ccccc3)c2=O)c1,-3%,9,-5%,·,-1%,·,-13%,25%,-1%
CCOc1ccc(CN2C(=O)c3ccccc3Sc3ccc(C(=O)NCCc4ccccc4)cc32)cc1,-3%,-4,-8%,·,-17%,4%[59 µM],-20%,14%,47%[activator]
C=CCC(Nc1ccccc1)c1cccc(OC)c1OC (stereo unspecified),-1%,-4,34%[activator],19%,28%,45%[activator],4%,35%,?
Cc1c(Cl)cccc1NC(=O)c1ccc2c(c1)CCN2S(=O)(=O)c1ccccc1,5%,-1,6%,-1%,-3%,-3%[59 µM],1%,34%,23%
COc1cccc2[nH]c3c(=O)[nH]cnc3c12,-9%,-3,-1%,-1%,-9%,-4%,3%,4%,8%
O=C(NCc1ccccc1)C(c1ccco1)N(C(=O)c1cnccn1)c1ccc(F)cc1 (stereo unspecified),i,5,-3%,0%,17%[57.1 µM],17%[0.501 µM],11%,47%[activator],-2%
C#CCOC(=O)Nc1cccn(Cc2c(Cl)cccc2Cl)c1=O,8%,-12,15%,-36%,-17%,-37%,1%,6%,-6%
COC(=O)/C=C1/SC(=Nc2ccc(Cl)c(Cl)c2)NC1=O,i,-5,6%,-8%,-31%,2%,-19%,26%,22%
COc1cccc(Cn2cc(N)cn2)c1,i,-7,5%,-13%,?,?,1%,-8%,-3%
CC(=O)NCC(=O)N(c1c(C)n(C)n(-c2ccccc2)c1=O)C1(C(=O)NC2CCCC2)CCCCC1,i,-1,-3%,-1%,-4%,3%[12.7 µM],-2%,27%,9%
O=C(Cn1cc(S(=O)(=O)c2ccc(Cl)cc2)c(=O)c2ccccc21)Nc1ccc2c(c1)OCO2,-5%,0,6%,?,-11%,-24%[59 µM],-1%,37%,14%
CCN(Cc1cnn(C)c1)C(=O)c1ccc(OC2CCN(S(=O)(=O)N(C)C)CC2)cc1,i,-3,-16%,8%,0%,-5%,0%,37%,4%
C/C(=N\NC(=O)c1ccc(Br)cc1)C1C(=O)c2ccccc2C1=O,3%[11.5 µM],1,23%,?,?,-49%[59 µM],·,-1%,-13%
COc1ccc(S(=O)(=O)N2CCC(C(=O)N(C)Cc3ccc(C)o3)CC2)cc1OC,3%,-2,5%,3%,-19%,-2%[12.7 µM],1%,19%,1%
CN(CC(=O)Nc1ccc(F)c(F)c1F)C(=O)C1CCCO1 (stereo unspecified),-1%,1,1%,-7%,1%,-4%[12.7 µM],13%,13%,3%
CCCCC[n+]1ccn(-c2nc3ccccc3nc2[N-]S(=O)(=O)c2ccccc2)c1,-5%,-2,-1%,20µM*,-3%,-34%,-1%,16%,-4%
# Following part.
SMILES,Tb PGK inh,PI4K2A block,GLS inhibitor,BAZ2B block,JMJD2A Tudor,G9a inh,ERG Ets-DNA blk,HP1b chromo inh,Pin1 inhibitor
Cc1cc2c(c(=O)o1)C(C(C)C)C(C#N)=C(N)O2 (stereo unspecified),-8%,4,-2%,17%,-10%,-1%,6%,35%,-3%
CC1(C)CC(=O)C=C(NCc2ccncc2)C1,5%,4,0%,16%,-11%,-40%[59 µM],2%,18%,-7%
CN(Cc1ccccc1)C(=O)c1ccccc1Br,-1%,-1,10%,-8%,1%,-1%[59 µM],-9%,24%,-8%
COCCn1c(C)cc2c(c1=O)C(c1ccccc1F)C(C#N)=C(N)O2 (stereo unspecified),-1%,7,1%,6%,-6%,-1%[12.7 µM],3%,28%,-3%
O=C(N/N=C/c1oc(O)c2ccccc12)c1ccccc1,-14%,0,2%,-16%,-8%,11µM*,-9%,38%,5%
Cn1c(=O)c2[nH]c(COc3ccc(C(C)(C)C)cc3)nc2n(C)c1=O,i,5,-1%,-14%,-14%,-39%,-11%,44%[activator],-1%
